From PubChem
p97 ATPase inh: inhibitors of human p97 ATPase; P55072; inhibition, % at 8 µM; recombinant p97 ATPase, Kinase-Glo ATP luminescence, 3 h; hit rate 0.42% among 220,000; in the data active = inhibition above about 15%;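 also: 0% = DMSO vehicle and 100% = wells lacking enzyme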
KCC2 mod: modulates chloride dependent transport by human KCC2; Q9H2X9; KCC2 cells, thallium flux FluoZin-2 fluorescence; B-score of Tl+ flux slope (higher = more flux/activation; lower = inhibition) at 10 µM; hit rate 2.2% among 190,000;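 active = thallium flux slope and its plate-corrected score both differing from the plate sample mean at a set confidence after two filtering rounds, in either direction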;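 also: slope of fluorescence scaled to starting intensity during 10 to 20 s after thallium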
Wee1 degr inh: blocks degradation of human Wee1 kinase; reporter increase, % at 5 µM; hit rate 1.2% among 220,000; HeLa Luc-Wee1K328M stability, luciferase luminescence; 100% = proteasome inhibitor MG132 effect; AID 1321;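 active = activation above the mean of all tested compounds plus 3 SD, set per screening run, cut at about 8.8% in these data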;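 also: cells exposed to compound for 20 h before luminescence read; 0% = DMSO alone and 100% = MG132 at 30 µM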
KLK5 inh: inhibitors of human kallikrein 5; inhibition, % at 5 µM; Q9Y337; recombinant hK5, fluorogenic AMC substrate cleavage; hit rate 0.59% among 210,000;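 active = inhibition of 40% or more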;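 also: 0% = enzyme controls without compound and 100% = no-enzyme blanks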
Target sequence (Q9Y337 67-293 limits assumed): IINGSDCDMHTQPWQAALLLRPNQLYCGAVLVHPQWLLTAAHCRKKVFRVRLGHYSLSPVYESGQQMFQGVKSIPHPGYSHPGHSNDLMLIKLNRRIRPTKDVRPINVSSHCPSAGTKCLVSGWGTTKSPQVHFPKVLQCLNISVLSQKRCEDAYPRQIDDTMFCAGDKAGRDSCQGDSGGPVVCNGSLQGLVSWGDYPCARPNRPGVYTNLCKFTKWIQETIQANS
Furin inh: human furin inhibition | inhibition, % at 30 µM | purified furin, fluorogenic substrate cleavage | hit rate 0.061% among 220,000 | P09958; in the data active = inhibition above about 25%; also: inactives centre near -15
thrombin 1536: thrombin (human) inhibition. P00734. alpha-thrombin, Boc-VPR-AMC fluorogenic substrate cleavage. inhibition, % at 5 µM. hit rate 0.26% among 220,000;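 active = inhibition at or above 40%; inactive = inhibition below 40%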;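 also: 0% = enzyme with no compound and 100% = wells without enzyme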
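System: Human alpha-thrombin protein | Medium: pH 7.5 Tris (50 mM) with NaCl 150 mM, Tween 20 0.05% | Times: Enzyme reaction carried out at room temperature | Detection: AMC fluorescence, 355/460 nm | Evaluation: Percent inhibition scaled between no-compound controls and no-enzyme blanks | Benchmarks: Enzyme without compound as high, wells lacking enzyme as low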
FXIa inh 1536: blocks human coagulation factor XIa protease activity | purified FXIa, Boc-Glu-Ala-Arg-AMC fluorogenic substrate | inhibition, % at 5 µM | hit rate 0.14% among 220,000 | P03951;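 active = inhibition of at least 40%; inactive = inhibition below 40%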;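 also: fluorescence of freed AMC excited at 355 nm; 0% = enzyme without compound and 100% = no enzyme blank; many of its hits are not listed in these tables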
FXIIa inh 1536: inhibitors of human coagulation factor XIIa | P00748 | purified FXIIa, Boc-QGR-AMC fluorogenic substrate, 2 h | inhibition, % at 5 µM | hit rate 0.3% among 220,000 | AID 800; in the data active = inhibition above about 40%;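 also: 0% = enzyme with no compound and 100% = blank without enzyme; many of its hits are not listed in these tables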
Target sequence (P00748 20-372 limits assumed): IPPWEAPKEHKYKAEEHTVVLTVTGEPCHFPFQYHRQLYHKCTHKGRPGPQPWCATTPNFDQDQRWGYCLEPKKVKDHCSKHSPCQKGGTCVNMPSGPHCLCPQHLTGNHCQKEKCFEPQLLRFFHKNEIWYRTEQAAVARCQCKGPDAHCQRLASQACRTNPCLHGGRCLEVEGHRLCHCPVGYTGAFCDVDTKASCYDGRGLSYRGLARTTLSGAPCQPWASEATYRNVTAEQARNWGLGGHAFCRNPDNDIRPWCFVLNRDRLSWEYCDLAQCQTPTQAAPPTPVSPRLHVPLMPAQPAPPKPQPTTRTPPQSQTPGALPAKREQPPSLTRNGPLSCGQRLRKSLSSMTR
Target sequence (P00748 373-615 limits assumed): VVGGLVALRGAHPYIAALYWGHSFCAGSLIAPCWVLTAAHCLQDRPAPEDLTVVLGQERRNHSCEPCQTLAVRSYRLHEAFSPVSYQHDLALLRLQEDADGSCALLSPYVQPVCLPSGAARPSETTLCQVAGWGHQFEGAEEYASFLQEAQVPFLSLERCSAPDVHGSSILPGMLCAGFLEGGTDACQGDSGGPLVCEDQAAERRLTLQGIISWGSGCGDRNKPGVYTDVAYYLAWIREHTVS
PERK inhibitor: blocks human PERK kinase. Q9NZJ5. CHO PERK-DD fusion, SEAP luminescence translation reporter. inhibition, % at 5.6 µM. hit rate 0.17% among 220,000. AID 1416;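 active = inhibition above the mean inhibition of all tested compounds plus 3 SD, set separately per screening campaign, cut at about 2.9% in these data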;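 also: PERK kinase domain activated by AP20187 dimerizer at 100 nM; 0% = DMSO with dimerizer and 100% = rapamycin at 8.4 µM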
* marks the source's active call; other numbers are inactive results; nt = not tested or not shown; [ ] = remark or other dose.

SMILES | p97 ATPase inh | KCC2 mod | Wee1 degr inh | KLK5 inh | Furin inh | thrombin 1536 | FXIa inh 1536 | FXIIa inh 1536 | PERK inhibitor
COc1ccc(NC(=O)CSc2nc(O)cc(=O)n2-c2ccccc2OC)cc1 | -2.5 | 0.0778 | -1.6 | -3.0 | -22.9 | -5.4 | -7.0 | 3.9 | 1.2
Clc1cccc(Cl)c1Cn1nnc(N2CCCC2)n1 | 0.7 | -1.33 | 0.6 | 22.0 | -26.3 | 0.5 | -3.6 | 3.4 | 1.1
COCCCNC(=O)c1ccccc1Sc1ccc(NC(C)=O)nc1 | 0.2 | 1.66 | -1.0 | -2.1 | -17.5 | -8.7 | -2.8 | 4.4 | 0.7
COc1ccc(S(=O)(=O)c2cnc3ccc(OC)cc3c2N2CCC3(CC2)OCCO3)cc1 | 2.3 | -0.824 | 0.2 | -5.1 | -12.1 | 2.0 | -12.5 | 2.4 | 0.3
CC(C)CCNc1nc2ccccc2nc1NS(=O)(=O)c1cccs1 | -0.3 | 0.232 | 1.7 | 0.4 | 10.2 | -2.4 | 1.6 | 4.0 | 0.3
COC(=O)c1sc(NC(=O)CCCn2nc([N+](=O)[O-])cc2C)c(C(=O)OC)c1C | 5.1 | 1.14 | 2.0 | -3.4 | -11.5 | -2.6 | 5.4 | 12.1 | 1.2
COc1ccc(C(CC(=O)O)NC(=O)c2ccccc2)cc1OC (stereo unspecified) | 3.7 | 0.888 | -0.1 | -0.8 | -20.4[20 µM] | -8.7 | 5.8 | 2.8 | 1.2
CN1CCN(/N=C/c2ccc(OCc3ccccc3)cc2)CC1 | 3.8 | -0.462 | -2.0 | -0.8 | -13.8 | -6.6 | 0.4 | 1.9 | 1.3
CCCN(Cc1ccccc1)C(=S)Nc1cccc(C)c1C | 5.8 | 0.59 | -1.4 | nt | -11.1 | -1.4 | 1.3 | 7.6 | 1.9
CC(C)N(C(=O)CSc1nnc(CSc2ncccn2)n1C)C(C)C | -1.9 | 0.0642 | 0.8 | -8.4 | -30.2 | -5.6 | -5.1 | 4.0 | 0.1
CCOc1ccc(NC(=S)NNc2ccnc3cc(Cl)ccc23)cc1 | 0.9 | 0.178 | 0.6 | 6.1 | -19.1 | 1.0 | 3.0 | 12.3 | -0.5
COc1cccc(OCc2nnc(SCC(=O)OCc3ccccc3)o2)c1 | -2.8 | -0.67 | 5.0 | -2.4 | -11.6[20 µM] | -5.7 | -7.7 | -0.5 | 0.9
Cc1cc(-c2ccco2)n(CC(=O)NCCCc2ccccc2)n1 | 1.0 | nt | -0.5 | -4.8 | -4.4 | -4.1 | -6.1 | 2.4 | -0.9
Nc1c(-c2ccccc2)c(CSc2nc3ccccc3[nH]2)nn1-c1ccc(C(=O)O)cc1 | 5.5 | 0.395 | -2.2 | -8.6 | -20.1 | -20.4 | 1.9 | 7.1 | 1.0
CCNC(=O)NC(=O)COC(=O)C1CSC2(C)CCC(=O)N12 (stereo unspecified) | 3.3 | 0.821 | 0.0 | 15.2 | -28.7 | 0.2 | 0.7 | 11.2 | 1.6
CCOC(=O)N1CCC(N2CCN(S(=O)(=O)c3ccc4ccccc4c3)CC2)CC1 | -2.2 | 0.093 | 2.6 | -12.6 | -4.7[20 µM] | 4.5 | -3.2 | 10.6 | -2.3
CC1CCN(S(=O)(=O)c2ccc(N=NC3=C(O)CC(C)(C)CC3=O)cc2)CC1 | 1.8 | -0.417 | 0.7 | -9.5 | -18.4 | -1.2 | -2.8 | 11.5 | 1.3
CN(C(=O)CCN1C(=O)c2ccccc2C1=O)C1CCCCC1 | -3.6 | -0.981 | 0.1 | -3.0 | -18.1[20 µM] | -2.6 | -8.8 | 2.2 | -1.0
CCC(Oc1ccccc1)C(=O)N1CCC(C(N)=O)CC1 (stereo unspecified) | 1.6 | 1.04 | -1.4 | -4.8 | -19.7[20 µM] | -9.6 | -5.0 | -1.0 | 0.2
Cc1cc(NC(=O)c2c(Cl)c(C)nn2C)no1 | 3.1 | 0.0161 | 0.6 | 1.7 | -9.7[20 µM] | 3.4 | 3.4 | -0.8 | -0.5

Three entries out of the list above, arranged by their value in p97 ATPase inh, largest number first:
SMILES | p97 ATPase inh | KCC2 mod | Wee1 degr inh | KLK5 inh | Furin inh | thrombin 1536 | FXIa inh 1536 | FXIIa inh 1536 | PERK inhibitor
Cc1cc(NC(=O)c2c(Cl)c(C)nn2C)no1 | 3.1 | 0.0161 | 0.6 | 1.7 | -9.7[20 µM] | 3.4 | 3.4 | -0.8 | -0.5
Cc1cc(-c2ccco2)n(CC(=O)NCCCc2ccccc2)n1 | 1.0 | nt | -0.5 | -4.8 | -4.4 | -4.1 | -6.1 | 2.4 | -0.9
COc1cccc(OCc2nnc(SCC(=O)OCc3ccccc3)o2)c1 | -2.8 | -0.67 | 5.0 | -2.4 | -11.6[20 µM] | -5.7 | -7.7 | -0.5 | 0.9

Remaining list, next part
SMILES | p97 ATPase inh | KCC2 mod | Wee1 degr inh | KLK5 inh | Furin inh | thrombin 1536 | FXIa inh 1536 | FXIIa inh 1536 | PERK inhibitor
COC(=O)CN(C(=S)Nc1ccc(F)cc1)C1CC(=O)N(c2ccccc2)C1=O (stereo unspecified) | 4.6 | 0.0964 | 0.3 | -19.9 | -21.2 | 0.4 | 9.9 | 15.1 | 0.0
CCc1ccc(NC2=NCC(c3ccccc3)S2)cc1 (stereo unspecified) | -7.3 | -0.104 | 2.3 | -2.8 | -19.3 | 27.9 | -3.1 | 4.8 | -0.7
N#CC1=C(N)Oc2c(O)cc3ccccc3c2C1c1ccsc1 (stereo unspecified) | -1.5 | -0.654 | 4.0 | -7.2 | -13.1 | -11.7 | -16.2 | 0.3 | 0.0
Nc1nc(SCC(=O)Nc2cccc(Oc3ccccc3)c2)n[nH]1 | 1.2 | -1.58 | 1.1 | -15.4 | -12.4 | -4.2 | 0.2 | 5.2 | 0.2
COC(=O)c1ccc(Cl)c(NC(=O)c2ccc(-c3ccccc3)cc2)c1 | 1.7 | 1.19 | 3.2 | -16.3 | -17.1[20 µM] | -2.1 | -3.4 | 7.3 | 1.7
COc1cc2cc(CN(CCN3CCCC3)C(=O)Nc3ccccc3Cl)c(=O)[nH]c2cc1OC | 2.2 | nt | -1.6 | -18.7 | -21.9 | -3.4 | -7.7 | 9.8 | 0.1
COC(=O)c1ccc(C(=O)OC)c(NC(=O)CN2CCN(c3ccccc3OC)CC2)c1 | -11.2 | nt | -2.2 | 0.1 | -18.4 | 3.9 | 23.3 | 13.3 | -1.1
COc1ccc(-n2c(Cc3cccn3C)nnc2SCC(=O)Nc2ccccc2C)cc1 | -5.6 | 0.285 | 2.2 | -5.8 | -14.5 | -12.7 | -12.4 | -6.4 | -0.7
COc1cc(/C=C(\C#N)C(=O)Nc2cccc3ncccc23)cc(OC)c1OC | 3.6 | -0.583 | -1.6 | -8.9 | -24.2 | -15.2 | -0.8 | 8.1 | 0.6
Cc1cc(C)cc(NC(=O)N2CCC(NC(=O)c3ccccc3C)CC2)c1 | -0.2 | -0.282 | 0.3 | 8.6 | -8.2[20 µM] | 1.1 | 7.0 | 11.4 | -0.5
CC1(C)Cc2nc(Cl)c(C(=O)O)cc2CO1 | -1.5 | -0.615 | 2.1 | 0.8 | -19.7 | 1.4 | 17.3 | 11.3 | -0.4
CC(=O)C1=C(C)NC(SCc2ccc(C#N)cc2)=C(C#N)C1c1ccco1 (stereo unspecified) | 6.2 | -0.773 | -2.9 | -21.2 | -14.9 | -2.0 | 6.5 | 8.4 | 1.2
COc1c(C)cc(C(=O)C2CCCN(C(=O)c3cccc(-n4cccn4)c3)C2)cc1C (stereo unspecified) | 3.6 | -2.67 | 1.8 | nt | -18.9 | -0.9 | -0.6 | 5.6 | 0.5
CC(C)(C)n1ncc2c(=O)n(Cc3ccc(Cl)cc3)cnc21 | -3.5 | -0.794 | 2.9 | -2.7 | -30.2 | -27.1 | -7.8 | 3.6 | -0.1
COc1cc(C=O)ccc1OCC(=O)NC(C)(C)C | 1.5 | -0.00202 | 3.3 | -21.2 | -16.1 | -6.7 | -10.8 | -3.7 | 1.4
Cc1cc(NC(=O)CCC(=O)N(CCc2ccccc2)C(C(=O)NC2CCCC2)c2ccco2)no1 (stereo unspecified) | 4.5 | 0.137 | 1.7 | 3.3 | -3.4[20 µM] | 8.5 | -6.6 | -3.7 | -0.4
CCCCOc1ccc(C(=O)NCC2(c3ccccc3)CCOCC2)cc1 | -5.6 | 0.0678 | -2.2 | -14.2 | -12.5[20 µM] | 1.1 | 38.3 | 7.0 | -1.0
COc1ccc(Cl)cc1S(=O)(=O)N1CCC(O)(c2ccc(Cl)cc2)CC1 | -7.5 | -0.0293 | 4.0 | -5.0 | -19.4 | -7.6 | -4.3 | 3.4 | 0.0
CCOC(=O)Cn1c(S(=O)(=O)Cc2ccc(F)cc2)nc(-c2ccccc2)c1-c1ccccc1 | -1.1 | 0.477 | -4.0 | 5.1 | -6.0[20 µM] | 0.6 | 3.0 | 10.6 | -1.3
Cc1ccsc1-c1nc(CN(C)C(C2CC2)C2CC2)c(C)o1 | 1.1 | 0.104 | -5.5 | -1.2 | -21.1 | -8.0 | -5.9 | 4.2 | -0.6
Cc1ccc([N+](=O)[O-])cc1NC(=O)CN(C1CCCCC1)S(=O)(=O)c1ccc(Cl)cc1 | -1.7 | -2.06 | 0.5 | 11.8 | -9.5[20 µM] | 11.8 | 3.5 | 11.4 | -0.7
CC(C)(C)C1CCC(=NNC(=O)c2cc3c(s2)CCCC3)CC1 (stereo unspecified) | 5.6 | -0.458 | -1.0 | 1.4 | -3.8 | -2.5 | 7.0 | 13.2 | 0.6
C=CCOC(=O)C1=C[C@H](c2cn(C(C)=O)c3ccccc23)[C@@H](CCCO)[C@H](OCC)O1 | -1.9 | -0.169 | 0.3 | -3.0 | -18.4 | -7.2 | -5.3 | 3.8 | 0.8
CCOC(=O)NNC(=O)C12CC3CC(CC(C3)C1)C2 | 3.7 | 0.0162 | -2.9 | -5.9 | -29.8 | -8.6 | -2.7 | 7.2 | 0.6
CCCCC(CC)CNC(=O)C1CC=CCC1C(=O)O (stereo unspecified) | 3.1 | -0.508 | 0.2 | -16.1 | -10.6 | -10.3 | 0.2 | 3.3 | 1.1
CCc1nnc(NC(=O)CSc2nccn2-c2cccc(C)c2C)s1 | -5.2 | -0.382 | 0.3 | -9.6 | -7.1 | -4.0 | -5.4 | -0.9 | -0.7
S=C1NC2(CCCC2)N=C1c1ccccc1 | 1.9 | 2.27 | -2.4 | -16.7 | -11.0 | 0.6 | -3.4 | 0.7 | 0.1
O=C(CCN1C(=O)c2ccccc2C1=O)Nc1ccccn1 | 2.0 | -0.339 | -0.8 | -15.8 | -24.9 | -8.1 | -5.6 | 7.4 | 0.3
Clc1ccc(-c2nnc(-c3ccco3)o2)cc1 | -0.9 | 1.11 | -1.8 | 1.8 | -15.6 | -2.8 | -3.0 | -5.1 | 0.4
COc1ccc(CCN2C(=O)CC(NNC(=O)c3ccc(F)cc3)C2=O)cc1OC (stereo unspecified) | 1.4 | -0.322 | -1.8 | -0.1 | -16.3 | -8.0 | 2.4 | 1.0 | -0.3
O=C(O)CCC(=O)Nc1ccc(-n2ccc(C(F)(F)F)n2)cc1 | 4.5 | 0.215 | -1.8 | 5.5 | -13.1 | 3.4 | 4.7 | 7.3 | 1.2
O=C(Cc1c(F)cccc1Cl)Nc1ccc(-n2cnnn2)cc1 | 6.5 | -0.108 | 5.8 | -3.1 | -32.7 | -11.8 | -1.2 | 7.8 | 1.9
Cc1ccc(C)c2[nH]c(=O)c(CCNC(=O)c3ccco3)cc12 | 3.5 | 0.598 | 0.8 | -5.7 | 3.7 | -7.6 | -2.4 | 4.6 | -0.1
